Abeta rescue: compounds reversing amyloid beta toxicity in yeast. 410,000 tested, 0.063% active. yeast expressing A-beta42, growth rescue, OD600, 48 h; response scale: 0% DMSO, 100% iron-clioquinol control. Potency, µM (titrated, usually from 46.1 µM), for inactives: at the top dose growth rescue, usual class: activators; further: potency means the concentration at half of the fitted maximal effect; nearly all actives have a fitted effect of over 55% in size
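Yeast A-beta toxicity model in growth medium with pinned compounds, 48 h at 30 C; growth read as absorbance at 600 nm. Normalized to FeCl3/clioquinol equimolar mix (positive) and DMSO (negative).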
EPAC2 agonist: EPAC2 (human) agonism. Potency, µM (top dose mostly 154 µM), inactives show at the top dose activation, hits mostly activators. Q8WZA2. AID 720711. EPAC2 activation, biochemical qHTS; response scale: 100% = 6.5 mM cAMP response. 360,000 tested, 0.079% active; further: potency means the concentration at half of the fitted maximal effect; nearly all actives have a fitted effect of over 50% in size
Target sequence (Q8WZA2 whole entry, looked up): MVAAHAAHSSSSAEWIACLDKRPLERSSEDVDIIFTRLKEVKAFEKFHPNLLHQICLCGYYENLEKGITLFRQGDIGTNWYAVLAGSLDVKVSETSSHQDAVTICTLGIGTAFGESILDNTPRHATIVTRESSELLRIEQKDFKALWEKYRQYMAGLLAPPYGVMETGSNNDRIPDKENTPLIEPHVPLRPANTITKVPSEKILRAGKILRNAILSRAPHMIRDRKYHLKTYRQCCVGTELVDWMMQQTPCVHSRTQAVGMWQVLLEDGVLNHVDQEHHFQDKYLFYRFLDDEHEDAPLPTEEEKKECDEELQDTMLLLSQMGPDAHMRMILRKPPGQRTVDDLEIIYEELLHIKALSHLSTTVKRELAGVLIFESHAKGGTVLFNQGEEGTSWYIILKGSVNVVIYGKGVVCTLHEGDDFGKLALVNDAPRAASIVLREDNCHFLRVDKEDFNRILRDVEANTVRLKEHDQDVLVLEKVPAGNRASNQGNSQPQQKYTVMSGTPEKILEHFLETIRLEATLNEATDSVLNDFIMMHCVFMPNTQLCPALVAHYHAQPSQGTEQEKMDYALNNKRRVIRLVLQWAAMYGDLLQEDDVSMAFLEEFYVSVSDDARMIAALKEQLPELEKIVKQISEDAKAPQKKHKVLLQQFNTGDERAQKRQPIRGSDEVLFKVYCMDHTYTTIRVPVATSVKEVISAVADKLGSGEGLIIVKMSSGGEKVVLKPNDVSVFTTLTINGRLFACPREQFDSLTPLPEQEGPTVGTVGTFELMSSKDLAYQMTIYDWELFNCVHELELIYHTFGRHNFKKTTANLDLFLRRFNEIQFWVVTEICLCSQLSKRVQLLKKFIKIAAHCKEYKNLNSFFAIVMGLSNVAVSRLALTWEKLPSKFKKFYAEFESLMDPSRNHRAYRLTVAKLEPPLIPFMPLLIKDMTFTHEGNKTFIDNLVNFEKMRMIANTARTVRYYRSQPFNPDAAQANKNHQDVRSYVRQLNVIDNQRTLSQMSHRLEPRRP
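Guanine nucleotide exchange by EPAC2 is measured as reduced fluorescence of BODIPY-GDP once it is released from 250 nM Rap1B. Plates are read kinetically for 30 min at room temperature; results are scaled to 6.5 mM cAMP.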
aSyn rescue: rescues yeast growth from alpha-synuclein toxicity | 370,000 tested, 0.14% active | AID 652106 | Potency, µM (titrated, usually from 46.1 µM), for the others: top-dose growth rescue (activation), hits mostly activators | Yeast expressing alpha-synuclein, growth rescue, BacTiter-Glo, 24 h; further: potency means the concentration at half of the fitted maximal effect; % of control where 0% means no effect; nearly all actives have a fitted effect of over 65% in size
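Screening used galactose-induced yeast with toxic alpha-synuclein levels, exposed to compound for 24 hr at 30 deg C. Cell growth, read with BacTiter-Glo luminescence, gave the measured signal.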
FUS yeast rescue: FUS proteinopathy suppression in yeast; Potency, µM (titrated, usually from 76.6 µM), inactives show at the highest dose growth rescue (activation), usual class: activators; 390,000 tested, 0.24% active; S. cerevisiae FUS-expressing, growth rescue, OD600, 24 h;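 further: potency means the concentration at half of the fitted maximal effect; plate controls were DMSO vehicle for no effect and reference control for full effect; nearly all actives have a fitted effect of over 55% in size; some results filed as inactive show a strong effect at the top dose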
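Cultures pregrown in 2.5% raffinose medium are shifted to minimal medium containing 2% galactose to express toxic FUS. Compounds are tested at several concentrations. After 24hr at 30C, growth is quantified at 600 nm absorbance.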
DRD3 agonist: activates the human D3 dopamine receptor | P35462 | D3R DiscoveRx beta-arrestin cells, luminescence, 90 min | max activation, % | 410,000 tested, 0.58% active | AID 652048; in the data active means max activation above about 30%; further: 0% is about no effect; mostly tested at two doses, the higher about 12 µM
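Cells at 1500/well, incubated overnight, then treated with pinned compounds (dopamine as control) for 90 min at 37 degrees C. DiscoveRx reagent added for 30 - 60 minutes at room temperature; luminescence read.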
D3 antag: antagonists of human D3 dopamine receptor; D3R cells, DiscoveRx beta-arrestin luminescence, antagonist mode; active compounds read low; max response, negative = inhibition, %; 360,000 tested, 2.5% active; in the data active means max response below about -50%; inconclusive means no clear call, values can overlap the other calls; further: on the % scale 0 is the no-effect control and ±100 the full control effect; mostly tested at two doses, the higher about 12 µM
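Cells expressing the human receptor were seeded at 1500 cells/well, incubated overnight at 37 degrees C in 5% CO2, then exposed to library compounds with dopamine controls for 90 minutes at 37 degrees C before luminescent detection.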
TDP-43 yeast inh: rescues yeast growth from TDP-43 toxicity; 410,000 tested, 1.8% active; Potency, µM (doses to about 46.1 µM), for inactives: at the highest dose growth rescue (activation), hits mostly activators; AID 652104; TDP-43 expressing yeast growth rescue, BacTiter-Glo, 24 h; further: potency means the concentration at half of the fitted maximal effect; % of control where 0% means no effect; nearly all actives have a fitted effect of over 50% in size
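Yeast expressing TDP-43 (pregrown in raffinose, seeded at OD600=0.02 in galactose medium) exposed to compounds 24 hr at 30 deg C. Growth read by BacTiter-Glo luminescence; rescue of toxicity appears as increased signal.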
EPAC2 antag: blocks human EPAC2 exchange factor. Q8WZA2. EPAC2 GEF exchange of Rap1B-BODIPY-GDP, fluorescence. Potency, µM (top dose mostly 114 µM), for inactives: at the highest dose activity, negative = inhibition, hits mostly inhibitors. 360,000 tested, 0.18% active; further: potency means the concentration at half of the fitted maximal effect; on the % scale 0 is the no-effect control and ±100 the full control effect; nearly all actives have a fitted effect of over 45% in size; many of its hits are not listed in these tables
* = called active by the depositor; [ ] = remark or other dose. Unless noted, the call rests on the fitted dose curve; in most records, active means well fitted curve in the direction sought with a large enough effect; inconclusive means small, poorly fitted or top-dose-only effect, or another doubt; inactive means no such curve, though single readings can be large; an effect the other way counts as inactive or inconclusive. The list is partial, so the mix of outcomes need not match the whole.

What do the screens show for `CC(=O)C1=CCC(c2ccc(C)cc2)N(S(=O)(=O)c2ccc(C)cc2)C1` (stereo not given)?
Abeta rescue: -6%; EPAC2 agonist: 16%; aSyn rescue: 9%; FUS yeast rescue: 31%; DRD3 agonist: 0; D3 antag: 3; TDP-43 yeast inh: 19%; EPAC2 antag: 3%

What do the screens show for `Cn1cccc1C1CCCN1CC(=O)Nc1ccc(C(N)=O)cc1` (stereo not given)?
Abeta rescue: 8%; EPAC2 agonist: 8%; aSyn rescue: 5%[1.84 µM]; FUS yeast rescue: 28%; DRD3 agonist: -5; D3 antag: -18; TDP-43 yeast inh: -5%; EPAC2 antag: -5%

What do the screens show for `Cc1nc2sccc2c(=O)n1N`?
Abeta rescue: -11%; EPAC2 agonist: 4%; aSyn rescue: -3%; FUS yeast rescue: -17%; DRD3 agonist: -6; D3 antag: 5; TDP-43 yeast inh: 0%; EPAC2 antag: -3%

How did O=C(O)[C@H](Cc1ccccc1)NC(=O)N1CCOCC1 do in these assays?
Abeta rescue: 5%; EPAC2 agonist: 2%; aSyn rescue: 0%; FUS yeast rescue: 10%; DRD3 agonist: 6; D3 antag: 11; TDP-43 yeast inh: 2%; EPAC2 antag: 3%

How did CCOc1ccccc1NC(=O)CSc1ccc2nnc(-c3cccnc3)n2n1 do in these assays?
Abeta rescue: -12%; EPAC2 agonist: 4%; aSyn rescue: -5%; FUS yeast rescue: 2%; DRD3 agonist: -5; D3 antag: 9; TDP-43 yeast inh: -4%; EPAC2 antag: 2%

Results for O=C(N/N=C/c1cc2cc3c(cc2nc1Cl)OCCO3)c1ccccc1O ?
Abeta rescue: -1%; EPAC2 agonist: 1%; aSyn rescue: -11%; FUS yeast rescue: inconclusive; DRD3 agonist: 3; D3 antag: 4; TDP-43 yeast inh: -18%; EPAC2 antag: 21%

What do the screens show for `CCOC(=O)c1cc(=O)n2[nH]c(-c3ccc(C)cc3)cc2n1`?
Abeta rescue: -20%; EPAC2 agonist: -1%; aSyn rescue: -1%; FUS yeast rescue: 2%; DRD3 agonist: -12; D3 antag: -23; TDP-43 yeast inh: -29%; EPAC2 antag: 6%

Results for Cc1ccc(-c2noc(CSc3nnc(Cc4ccccc4)n3-c3ccc(Cl)cc3)n2)cc1 ?
Abeta rescue: 11%; EPAC2 agonist: -5%; aSyn rescue: 16%; FUS yeast rescue: 42%; DRD3 agonist: 11; D3 antag: -3; TDP-43 yeast inh: -2%; EPAC2 antag: -11%

How did COc1cccc(C(C2=C(O)CC(C)(C)CC2=O)C2C(=O)CC(C)(C)CC2=O)c1 (stereo not given) do in these assays?
Abeta rescue: -2%; EPAC2 agonist: 6%; aSyn rescue: 12%; FUS yeast rescue: 7%; DRD3 agonist: 4; D3 antag: 1; TDP-43 yeast inh: 10%; EPAC2 antag: -2%

Results for Cn1c(=O)[nH]c2c(cnn2C)c1=O ?
Abeta rescue: -13%; EPAC2 agonist: 3%; aSyn rescue: -4%; FUS yeast rescue: 0%; DRD3 agonist: 0; D3 antag: -12; TDP-43 yeast inh: 11%; EPAC2 antag: 7%

Results for O=C(Cc1ccc(F)cc1)NC1CCCC1 ?
Abeta rescue: 7%; EPAC2 agonist: 3%; aSyn rescue: -1%; FUS yeast rescue: -29%; DRD3 agonist: -8; D3 antag: -4; TDP-43 yeast inh: 18%; EPAC2 antag: 2%

What do the screens show for `O=C1C=C(NCc2ccco2)CC(c2ccc(Cl)cc2)C1` (stereo not given)?
Abeta rescue: -8%; EPAC2 agonist: 8%; aSyn rescue: 0%; FUS yeast rescue: 33%; DRD3 agonist: -10; D3 antag: -10; TDP-43 yeast inh: -3%; EPAC2 antag: 15%

Of the compounds above, these contain an aryl thioether with sulfur outside any ring.
How did CCOc1ccccc1NC(=O)CSc1ccc2nnc(-c3cccnc3)n2n1 do in these assays?
Abeta rescue: -12%; EPAC2 agonist: 4%; aSyn rescue: -5%; FUS yeast rescue: 2%; DRD3 agonist: -5; D3 antag: 9; TDP-43 yeast inh: -4%; EPAC2 antag: 2%

Results for Cc1ccc(-c2noc(CSc3nnc(Cc4ccccc4)n3-c3ccc(Cl)cc3)n2)cc1 ?
Abeta rescue: 11%; EPAC2 agonist: -5%; aSyn rescue: 16%; FUS yeast rescue: 42%; DRD3 agonist: 11; D3 antag: -3; TDP-43 yeast inh: -2%; EPAC2 antag: -11%

Remaining list, next part
How did CC(=O)N1CCN(Cc2nc3cc(NC(=O)c4ccc(Cl)cc4)ccc3n2C)CC1 do in these assays?
Abeta rescue: 3%; EPAC2 agonist: 3%; aSyn rescue: -4%; FUS yeast rescue: 6%; DRD3 agonist: 3; D3 antag: -18; TDP-43 yeast inh: -4%; EPAC2 antag: -3%

How did COCCOC(=O)C1=C(C)Nc2cc(=O)[nH]c(=O)n2C1c1cccc([N+](=O)[O-])c1 (stereo not given) do in these assays?
Abeta rescue: 0%; EPAC2 agonist: -2%; aSyn rescue: -1%; DRD3 agonist: -9; D3 antag: 3; TDP-43 yeast inh: -19%; EPAC2 antag: 14%

Results for O=C(COC(=O)c1cnc(Cl)c(Cl)c1)NCc1ccco1 ?
Abeta rescue: -6%; EPAC2 agonist: 1%; aSyn rescue: 0%; FUS yeast rescue: 40%; DRD3 agonist: 0; D3 antag: 0; TDP-43 yeast inh: -12%; EPAC2 antag: 13%

Results for CC(C)NC(=O)c1cc(C2CCCCN2C(=O)c2ccc(C#N)cc2)on1 (stereo not given) ?
Abeta rescue: 7%; EPAC2 agonist: 8%; aSyn rescue: 0%; FUS yeast rescue: -5%; DRD3 agonist: 8; D3 antag: -6; TDP-43 yeast inh: 19%; EPAC2 antag: 18%

How did Cc1ccccc1C(=O)N1CCC(C(=O)Nc2ccc(S(=O)(=O)N3CCCC3)cc2)CC1 do in these assays?
Abeta rescue: -28%; EPAC2 agonist: 5%; aSyn rescue: -3%; FUS yeast rescue: 8%; DRD3 agonist: -4; D3 antag: -22; TDP-43 yeast inh: -2%; EPAC2 antag: -2%

How did CCN(CC)C(=O)Nc1ccc(C(=O)OC)cc1 do in these assays?
Abeta rescue: -11%; EPAC2 agonist: 11%; aSyn rescue: -1%; FUS yeast rescue: 21%; DRD3 agonist: 0; D3 antag: -69*; TDP-43 yeast inh: -11%; EPAC2 antag: 24%

Results for S=c1[nH]ncn1/N=C/c1ccccn1 ?
Abeta rescue: -1%; EPAC2 agonist: 7%; aSyn rescue: -6%; FUS yeast rescue: -4%; DRD3 agonist: -5; D3 antag: 16; TDP-43 yeast inh: 26%; EPAC2 antag: 1%

What do the screens show for `O=C1NN(c2ccccc2)C(=O)/C1=C\c1ccc2c(c1)OCO2`?
Abeta rescue: 19%; EPAC2 agonist: 8%; aSyn rescue: -4%; FUS yeast rescue: 3%; DRD3 agonist: 1; D3 antag: -1; TDP-43 yeast inh: -17%; EPAC2 antag: -4%

How did c1ccc(NCc2ccccn2)cc1 do in these assays?
Abeta rescue: -22%; EPAC2 agonist: 9%; aSyn rescue: -5%; FUS yeast rescue: -2%; DRD3 agonist: -4; D3 antag: -14; TDP-43 yeast inh: -12%; EPAC2 antag: -1%

How did Cc1cc(NC(=O)CN(c2cccc(C)c2C)S(=O)(=O)c2ccccc2)ccc1Br do in these assays?
Abeta rescue: 9%; FUS yeast rescue: 31%; DRD3 agonist: 3; TDP-43 yeast inh: inconclusive

How did FC(F)(F)c1cc(-c2ccccc2)nc(N2CCCCC2)n1 do in these assays?
Abeta rescue: 5%; EPAC2 agonist: 18%; aSyn rescue: 2%; FUS yeast rescue: -25%; DRD3 agonist: -6; D3 antag: 0; TDP-43 yeast inh: 8%; EPAC2 antag: -6%

How did CCN1CCN(CCc2nc3cc(NC(=O)COc4ccccc4)ccc3n2C)CC1 do in these assays?
Abeta rescue: 5%; EPAC2 agonist: 2%; aSyn rescue: 3%; FUS yeast rescue: 5%; DRD3 agonist: 2; D3 antag: 5; TDP-43 yeast inh: -9%; EPAC2 antag: 1%

How did Cc1ccc(Cn2c(CNC(=O)Cc3cccc(C)c3)nc3cccnc32)cc1 do in these assays?
Abeta rescue: 0%; FUS yeast rescue: 17%; DRD3 agonist: 14; TDP-43 yeast inh: 16%

How did CN1CCCN(C(=O)C2CCC(C(=O)N3CCCN(C)CC3)CC2)CC1 (stereo not given) do in these assays?
Abeta rescue: 1%; EPAC2 agonist: 1%; aSyn rescue: 1%; FUS yeast rescue: -15%; DRD3 agonist: 4; D3 antag: -15; TDP-43 yeast inh: 13%; EPAC2 antag: 3%

How did Cc1nnc(SCC(=O)Nn2cnnc2)s1 do in these assays?
Abeta rescue: -7%; EPAC2 agonist: -5%; aSyn rescue: 2%; FUS yeast rescue: 45%; DRD3 agonist: -6; D3 antag: 12; TDP-43 yeast inh: -5%; EPAC2 antag: 0%

Results for CCCCNC(=O)CN(c1cccc(F)c1)S(C)(=O)=O ?
Abeta rescue: 10%; EPAC2 agonist: -3%; aSyn rescue: -4%; FUS yeast rescue: 21%; DRD3 agonist: 1; D3 antag: 18; TDP-43 yeast inh: -12%; EPAC2 antag: 19%

What do the screens show for `Cc1ccc(C(=O)NC(C)c2nnc(SCC(=O)NC3CCCC3)n2C)cc1` (stereo not given)?
Abeta rescue: 8%; EPAC2 agonist: 1%; aSyn rescue: 3%; DRD3 agonist: 6; D3 antag: 8; TDP-43 yeast inh: 1%; EPAC2 antag: -1%

What do the screens show for `Cc1ccc(C(=O)n2nc(C)c(S(=O)(=O)N3CCCCCC3)c2C)cc1C`?
Abeta rescue: 5%; FUS yeast rescue: -1%; DRD3 agonist: 4; TDP-43 yeast inh: inconclusive

How did NC(=O)c1ccc(NC(=O)COC(=O)c2cc([N+](=O)[O-])ccc2N2CCOCC2)cc1 do in these assays?
Abeta rescue: -3%; EPAC2 agonist: 3%; aSyn rescue: 3%; FUS yeast rescue: 9%; DRD3 agonist: 4; D3 antag: -4; TDP-43 yeast inh: 17%; EPAC2 antag: 8%

Results for C=CCc1cccc2cc(C(=O)NCc3ccc(C(=O)OCC)o3)c(=O)oc12 ?
Abeta rescue: -9%; EPAC2 agonist: 2%; aSyn rescue: 3%; FUS yeast rescue: 42%; DRD3 agonist: -1; D3 antag: 13; TDP-43 yeast inh: 1%; EPAC2 antag: 16%

How did Cc1ccc(NC(=O)CCCn2nc(C)c3c(C)n(-c4ccccc4)nc3c2=O)cc1Cl do in these assays?
Abeta rescue: -4%; FUS yeast rescue: -12%; DRD3 agonist: -17; TDP-43 yeast inh: -5%

Assay outcomes: PubChem BioAssay, National Center for Advancing Translational Sciences (NCATS)
